# KDM5B inhibitor – Primary screen for KDM5B Histone Demethylases FDH-coupled qHTS; Lysine-specific demethylase 5B (Homo sapiens), Q9UGL1; KDM5B demethylase, FDH-coupled NADH fluorescence (FDH is formaldehyde dehydrogenase); Potency, µM (doses to about 57.7 µM), for the others: at the highest dose activity change, negative = inhibition, usual class: inhibitors; hit rate 2.6% among 220,000; AID 1347165, 2019; active means well fitted inhibition curve with a large enough effect; inconclusive means small, poorly fitted or top-dose-only effect; inactive means no such curve, though single readings can be large or run the other way; further: 0% is about no effect; nearly all actives have a fitted effect of over 70% in size
#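 Coupled FDH/NAD⁺ fluorescence readout. KDM5BΔAP 200 nM final; compound titration, 10 min RT preincubation; substrate mix 12.5 µM H3K4me3, 25 µM 2-OG, 50 µM Fe(II), 100 µM ascorbate, 0.25 mM NAD⁺, 0.25 U/mL FDH; ΔRFU over 30 min.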
# An asterisk follows results filed as active; ? = inconclusive; & = joins results of further samples; [ ] = dose if it differs, or a comment. Potency means the concentration at half of the fitted maximal effect.
SMILES,KDM5B inhibitor
CC(=O)NC12CC3CC4C5CC(CC41)CC2C5C3,18%
COCCNC(=O)c1cc(-c2ccc(OC)cc2)nc2ccccc12,?
COCCNC(=O)[C@@H]1C[C@@H](O)CN1C1CCN(C(=O)c2ccccc2F)CC1,8%
COc1cccc(CN2Cc3nc(-c4ccccc4)ccc3OCC2=O)c1,-11%[86.2 µM]
Cc1ccc2nc(C)cc(C(=O)OC(C)C(=O)NC(C)(C)C)c2c1 (configuration not stated),?
CC1CCCN(S(=O)(=O)c2ccc(NC(=O)C3CCN(C(=O)c4ccco4)CC3)cc2)C1 (configuration not stated),27%
Cc1cnc2c(c1SCC(=O)NCc1ccc(F)cc1)c(=O)n(C)c(=O)n2C,12%&-5%
Cc1cc(NC(=O)CN2CCN(C(=O)c3cccc(Cl)c3Cl)CC2)no1,-1%
CCc1nc(C)c(CC(=O)N[C@@H]2CCNC[C@H]2O)c(=O)[nH]1,-28%
Cc1ccc(C(=O)OCC(=O)N(CCC#N)c2cccc(C(F)(F)F)c2)cc1[N+](=O)[O-],20%
O=C(CC12CC3CC(CC(C3)C1)C2)Nc1ccccc1C(=O)Cc1ccccc1,16%
Cc1ccc(C)c(OC(=O)c2ccccc2F)c1,0%
CC(C)(C)c1ccc(C(CC(=O)O)NC(=O)c2ccc(F)cc2)cc1 (configuration not stated),23%
COc1ccccc1C(=O)N1CCC2(CC1)C(=O)Nc1ccccc12,6%[149 µM]
CC(=O)N1C[C@@H]2CCCN3CCC[C@@H]([C@H]23)[C@H]1CCCC(=O)N1CCN(c2ccccn2)CC1,32µM*
CCc1ccc(C(=O)CC2OC(=O)c3c2ccc(OC)c3OC)cc1 (configuration not stated),-7%
CC(C)(Oc1ccc2c(c1)CCC2)C(=O)N[C@H]1CCOC[C@H]1C1CCOCC1,10%
O=C(CN1CCCc2nc(-c3ccncc3)ncc2C1=O)NCc1cc(F)ccc1F,-2%
COc1ccc(C)cc1CCNC(=O)CCc1c(C)nn(C)c1C,12%
Cc1nonc1CN1CCN(C(C(=O)O)c2c[nH]c3ccc(Cl)cc23)CC1 (configuration not stated),15%
O=C(Nc1ccc2nc(SCC(=O)N3CCCc4ccccc43)sc2c1)c1ccc(Cl)cc1,?
O=C1NCCOCCN(S(=O)(=O)c2cccc3nsnc23)[C@H]2CCC[C@@H]12,8%
O=C(N/N=C/c1ccccc1)c1cccs1,17%
Cc1ccc(C)c(NC(=O)Nc2csc3c2CCCC3)c1,-12%
CN(Cc1ccccc1NC(=O)C1(C)CC1(Cl)Cl)C1CCCCC1 (configuration not stated),8%
CC(C)(CNc1nc(-c2ccccc2)nc2ccccc12)N1CCOCC1,-20%
COc1ccc(NC(=O)CSc2nnc(NC(=O)Nc3ccccc3)s2)cc1OC,16%
CCc1cccc(NC(=O)CN2C=NS(=O)(=O)c3ccccc32)c1,0%
COc1ccccc1OCC(=O)Nc1nnc2n1CCS2,?
CCN(CC)c1ccc(S(=O)(=O)N(CC)CC)cc1[N+](=O)[O-],-11%
CCN(CC)CCNC(=O)CCc1ncc(-c2ccc(Cl)cc2)o1,12%
COc1ccc(C)cc1NC(=O)N1CCN(C(=O)c2nsc3ccccc23)CC1,4%
Cc1ccccc1C(NC(C)c1ccccc1)c1ccccc1 (configuration not stated),15%
CCc1cccc(NC(=O)C2CCCN(c3ncnc4onc(-c5ccc(F)cc5)c34)C2)c1 (configuration not stated),?
C[C@H](O)c1c(-c2ccc(Cl)cc2)noc1C(=O)NC1CC1,31%[activator][86.2 µM]
O=C(N[C@H]1CCN2C(=O)N(c3ccccc3)C(=O)[C@@H]2C1)C1CCCC1,24%[86.2 µM]
O=C(NCCSc1ccccc1)c1ccc(CN2CCOCC2)cc1,-10%
COc1ccc(CCNC(=O)c2cc(=O)[nH]c3ccc(S(=O)(=O)N4CCCCC4C)cc23)cc1OC (configuration not stated),-29%
O=C(CSc1ccc2ccccc2c1)c1ccc[nH]1,-10%
CCCCn1cc(S(=O)(=O)c2ccc(Cl)cc2)c(=O)c2cc(F)c(N3CCCCC3)cc21,0%
O=C(COc1ccccc1)N(Cc1cccs1)C1CCS(=O)(=O)C1 (configuration not stated),-4%
CCc1cccc(NC(=O)CSc2nc3ccsc3c(=O)n2CC)c1,?
Cc1ccc(C2Nc3ccc4ccccc4c3C3=C2C(=O)CC(C)(C)C3)o1 (configuration not stated),24%
CCOc1ccc(OCC(=O)Nc2nnc3n2CCS3)cc1,?
CC(=O)N1CCN(C(=O)c2cc3ccc(F)cc3nc2C)CC1,12%

# Printed as active in KDM5B inhibitor (from the list above):
SMILES,KDM5B inhibitor
CC(=O)N1C[C@@H]2CCCN3CCC[C@@H]([C@H]23)[C@H]1CCCC(=O)N1CCN(c2ccccn2)CC1,32µM*

# (list continues)
SMILES,KDM5B inhibitor
O/N=C(/c1ccc(F)cc1)C1CC1c1c(F)cccc1Cl (configuration not stated),7%
O=C(Cn1cccc1-c1nc(-c2ccccc2)no1)Nc1ccccc1Cl,2%
Cc1ccc(NC(=O)N2CCC(CCNC(=O)C3CCCC3)CC2)cc1,-3%
COCCN1C(=O)[C@@H]2C[C@@H](CN2Cc2cccnc2)Oc2ccccc21,?
FC(F)(F)c1ccnc(NCc2ccc(Cl)cc2)n1,-6%
Cc1c(CCC(=O)Nc2nc3ccccc3[nH]2)c(=O)oc2cc(O)ccc12,?
COc1ccc(C[C@H](NC(=O)C2=C[C@@H](NC(=O)Nc3ccccc3Br)[C@@H](O)[C@H](O)C2)C(N)=O)cc1,-12%
CCc1cc(C(c2ccccc2Cl)N2CCN(C)CC2)c(NC(=O)c2ccco2)s1 (configuration not stated),-10%
COC(=O)c1ccc2c(=O)n(CCCCCC(=O)N3CCN(c4ccc(Cl)cc4)CC3)c(=O)[nH]c2c1,-15%
CCc1ccc(NC(=O)CSc2nnc(CNC(=O)c3c(F)cccc3Cl)o2)cc1,6%
O=C(COc1cccnc1[N+](=O)[O-])c1c[nH]c2ccccc12,23%
O=C(c1ccoc1)N1CCCCCC1c1nc(-c2cccnc2)no1 (configuration not stated),20%
CC(=O)N(C1CC1)C1CCOC2(CCN(C(=O)NCc3ccc(F)cc3)CC2)C1 (configuration not stated),-7%
O=C(c1nn(Cc2ccccc2)c(=O)c2ccccc12)N1CCN(C(=O)C2CC2)CC1,16%
Cc1ccc2c(c1)c1c(c(=O)n(-c3cccc(Cl)c3)c(=O)n1CC(=O)NCCC1=CCCCC1)n2C,?
O=C(N/N=C\c1ccc([N+](=O)[O-])o1)c1cncc(Br)c1,?
O=c1cnc2ccccc2n1Cc1ccccc1C(F)(F)F,36%
Cc1cc(OCc2nc(C#N)c(NCc3ccncc3)o2)ccc1Cl,0%
Cc1csc2nc(CSc3ccccc3NC(=O)COc3ccccc3Cl)cc(=O)n12,-8%
Cc1occc1-c1nnc(SCC(=O)c2c[nH]c(C(=O)N3CCCC3)c2)n1-c1ccccc1,-6%
Cc1ccc(C(=O)N2CCN(c3cc(C(F)(F)F)ncn3)CC2)cc1F,5%
CC(O)c1ccc(-c2ccc(CNCc3cccs3)o2)cc1 (configuration not stated),?
CC(C)(C)c1ccc(-c2nc3cc(NC(=O)c4cccc(Br)c4)ccc3o2)cc1,3%
COC[C@@H]1CN(C(=O)Cc2ccc(OC)cc2)C[C@H]1c1ccncc1,0%
CNC(=O)C1CCN(C(=O)c2ccc3[nH]c(C)c(C)c3c2)CC1,13%
CCN(c1ccc(NC(=O)[C@H](Cc2ccccc2)NC(=O)c2cccs2)cc1)C(C)C,-5%
COc1cncc(Nc2cnc3ccc(-c4ccccc4OC)nn23)c1,-4%[86.2 µM]
Clc1ccccc1-c1nn2c(-c3ccc4ccccc4n3)nnc2s1,?
Cc1ccccc1Nc1n[nH]c(C(O)c2ccc3c(c2)CCO3)n1 (configuration not stated),-22%[86.2 µM]
C[C@H]1[C@@H]2[C@@H](O)C([C@H](C)C(=O)NCCN3CCOCC3)CC[C@@]2(C)CC[C@@H]1NC(=O)c1ccccn1 (some centres not stated),-20%
CCOc1cc(C(=O)NC2(C(=O)OC)CCCCC2)ccc1OC,18%
CN(C)c1ccc(C(=O)NC[C@H]2O[C@@H](CO)[C@@H](O)[C@H]2N(C)CCc2ccccc2)cc1,-16%
CS(=O)(=O)N1CCc2ccc(C(=O)NCc3ccc(N4CCOCC4)cc3)cc21,11%
CN1C[C@@H](NC(=O)c2ccc(F)cc2)C[C@H]1c1nc(-c2ccccc2)no1,-20%[86.2 µM]
C#CCNC(=O)C[C@H]1C[C@@]2(C(=O)OC)C(=C[C@H](COCc3ccccc3)O[C@@H]2C)N(CCCCCCCC)C1=O,?
O=C1c2cc(N3CCOCC3)nc(-c3ccccc3F)c2CN1CC1CC1,40µM*
CCc1cccc(NC(=O)CC2=C3CCCCC3NC2=O)c1 (configuration not stated),-17%
COc1cccc(N2CCN(C(=O)c3ccc(N4CC5CC(C4)[C@H]4CCCC(=O)N4C5)nc3)CC2)c1 (some centres not stated),?
CCS(=O)(=O)N1CCCc2cc(C(=O)Nc3ccccc3C(=O)OC)ccc21,?
Cc1ccc2nc(C)c3c(c2c1)N(c1ccccc1)CC3,-6%
CC(=O)Nc1ccc(CC#N)cc1,28%
CCCN(CCC)S(=O)(=O)c1ccc(NC(=O)Cn2cnc3c2c(=O)n(C)c(=O)n3C)cc1,-11%
COc1ccc(/C=C/C(=O)c2ccc(NC(=O)C34CC5CC(CC(C5)C3)C4)cc2)cc1,25%
O=c1c(NCc2ccccc2Cl)nccn1-c1ccccc1,-27%
Fc1cccc(-c2nnn3c2nc(NCCc2ccccc2)c2ccccc23)c1,-5%
CC(C)NC(=O)NC(=O)COc1ccccc1C#N,-4%
CCn1ncc(CN2CCCC(C(=O)N3CCN(c4ccccn4)CC3)CCNC(=O)CC2)c1C (configuration not stated),25µM*
Cc1cc(C(=O)NCc2ccc(C)o2)c2cccc(-c3ccccc3)c2n1,-7%
O=C(CSc1n[nH]c(=O)n1C1CC1)NCc1ccccc1,15%
COc1ccc(CCNC(=O)Cc2c(C)c3ccc(OC)c(OC)c3oc2=O)cc1OC,6%
CC(=O)N1CCCC(CNc2nccc(-c3c(C)nn(C)c3C)n2)C1 (configuration not stated),28µM*
CCc1nnc(NC(=O)COc2ccc3c(C)cc(=O)oc3c2)s1,?
COCCNC(=O)NC(=O)CN(Cc1ccccc1)c1cccc(C)c1,-17%
O=C(C[C@H]1NC(=O)c2ccccc2NC1=O)Nc1ccncc1,46%
CCN(C(=O)COC(=O)c1cc(=O)c2ccccc2o1)c1cccc2ccccc12,17%
C=CCN1C(=O)COc2ccc(NC(=O)c3cc(=O)c4c(C)cc(C)cc4o3)cc21,18%
CC(C)(C)c1ccc(OCc2nc3ccccc3n2CCOc2ccccc2)cc1,-18%
Cn1c(SCc2cc(=O)n3[nH]cc(C#N)c3n2)nnc1-c1ccc(C(C)(C)C)cc1,?
CCn1cc(CCC(=O)NCc2ccccc2OC)c2ccccc21,?
CSc1ccc(S(=O)(=O)N2CCN(C)CC2)cc1,9%

# Arranged by heavy-atom count (lowest first): 16 of the compounds above.
SMILES,KDM5B inhibitor
CC(=O)Nc1ccc(CC#N)cc1,28%
CSc1ccc(S(=O)(=O)N2CCN(C)CC2)cc1,9%
CC(C)NC(=O)NC(=O)COc1ccccc1C#N,-4%
O=C(CSc1n[nH]c(=O)n1C1CC1)NCc1ccccc1,15%
O=c1c(NCc2ccccc2Cl)nccn1-c1ccccc1,-27%
O=C(C[C@H]1NC(=O)c2ccccc2NC1=O)Nc1ccncc1,46%
CCc1nnc(NC(=O)COc2ccc3c(C)cc(=O)oc3c2)s1,?
CCn1cc(CCC(=O)NCc2ccccc2OC)c2ccccc21,?
COCCNC(=O)NC(=O)CN(Cc1ccccc1)c1cccc(C)c1,-17%
Cc1cc(C(=O)NCc2ccc(C)o2)c2cccc(-c3ccccc3)c2n1,-7%
Fc1cccc(-c2nnn3c2nc(NCCc2ccccc2)c2ccccc23)c1,-5%
Cn1c(SCc2cc(=O)n3[nH]cc(C#N)c3n2)nnc1-c1ccc(C(C)(C)C)cc1,?
COc1ccc(/C=C/C(=O)c2ccc(NC(=O)C34CC5CC(CC(C5)C3)C4)cc2)cc1,25%
COc1ccc(CCNC(=O)Cc2c(C)c3ccc(OC)c(OC)c3oc2=O)cc1OC,6%
CCCN(CCC)S(=O)(=O)c1ccc(NC(=O)Cn2cnc3c2c(=O)n(C)c(=O)n3C)cc1,-11%
CCn1ncc(CN2CCCC(C(=O)N3CCN(c4ccccn4)CC3)CCNC(=O)CC2)c1C (configuration not stated),25µM*

# The list continues.
SMILES,KDM5B inhibitor
CC(C)(C)C(=O)Oc1ccc2c(=O)c(-c3ccc(Cl)cc3)coc2c1,-9%
CCOc1ccc(CN2C(=O)c3ccccc3Sc3ccc(C(=O)N4CCN(C)CC4)cc32)cc1,-20%
Cc1cc(OCc2n[nH]c(=S)n2C)ccc1Cl,-4%
CCC(=O)N1c2ccccc2CC1C(=O)NCc1ccc(N(C)C)cc1 (configuration not stated),-14%
Cc1ccc(NC(=O)CSCc2cc(=O)n3oc(C)cc3n2)cc1,-6%
COc1ccc(/C=C/C(=O)c2cccs2)cc1O,?
CCOc1nc2ccccc2nc1N1CCC(C(=O)N2CCCC2)CC1,13%
COc1cccc(-c2noc(COc3cccc(C)c3C)n2)c1,-5%
Cc1cc(C2CCCN2Cc2coc(-c3ccc(F)cc3)n2)on1 (configuration not stated),-4%
CN1C(=O)CS(=O)(=O)C12CCN(C(=O)COc1ccc(F)cc1)CC2,32%
COc1ccc(C2(C(=O)NCc3cccnc3N3CCN(C)CC3)CC2)cc1,-10%
COc1ccc(CN2C(=O)[C@@H]3C[C@@H](CN3Cc3ccc(C(=O)O)cc3)Oc3ccccc32)cc1,6%

# Screening results deposited in PubChem by National Center for Advancing Translational Sciences (NCATS).

# This is a subset; the hit share may differ from the screen's.
